RGS4 inhibitor: blocks human RGS4-accelerated GTP hydrolysis. P49798. Potency, µM (series often up to 114 µM), without a hit: at the top dose activity change, negative = inhibition, most hits filed as inhibitors. actives 0.039% (n = 390,000). Transcreener GDP fluorescence polarization, RGS4-accelerated GTP hydrolysis; further: on the % scale 0 is the no-effect control and ±100 the full control effect; nearly all actives have a fitted effect of over 75% in size; some results filed as inactive show a strong effect at the top dose
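MLSMR compounds (23 nl, pin-transferred) preincubated 10 min at room temperature with a 500nM (2x) first reagent, then RGS4 at 900nM (2x) plus Transcreener GDP mix added; fluorescence polarization (620/688 nm) read before and after 90 min at 30 °C.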
Vif-APOBEC3F blk: inhibitors of Vif-A3F interaction; actives 0.2% (n = 390,000); HeLa A3F-eYFP + Vif (tagged APOBEC3F with the HIV-1 protein that degrades it), YFP fluorescence increase; AID 602313; Potency, µM (series often up to 46.1 µM), without a hit: at the highest dose activity, negative = active; further: % of control where 0% means no effect; nearly all actives have a fitted effect of over 65% in size
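HeLa cells stably expressing A3F-eYFP plus Vif, plated and incubated overnight at 37 deg C, then exposed to compounds overnight at 37 deg C. Blocked degradation read as raised yellow fluorescence (Ex 488/Em 500-530).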
RXFP1 ag: agonists of human relaxin receptor RXFP1; actives 0.3% (n = 370,000); AID 2676; HEK293T-RXFP1 cAMP TR-FRET, 30 min; response scale: percent of porcine relaxin response, buffer zero; Potency, µM (titrated, usually from 57.5 µM), for the others: at the highest dose activation, hits mostly activators; further: on the % scale 0 is the no-effect control and ±100 the full control effect; nearly all actives have a fitted effect of over 60% in size; many of its hits are not listed in these tables
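HEK293T cells stably expressing RXFP1 were pretreated with the PDE4 inhibitor Ro 20174, exposed to compounds for 30 min at 37C, lysed, and cAMP was read by TR-FRET. Data normalized to buffer (basal) and 29 nM porcine relaxin (100%).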
ALOX12 inh: inhibitors of human 12S-lipoxygenase ALOX12 | actives 1.1% (n = 580,000) | Potency, µM (series often up to 108 µM), inactives show top-dose activity change, negative = inhibition, actives largely listed as inhibitors | P18054 | purified 12hLO, xylenol orange hydroperoxide absorbance; further: on the % scale 0 is the no-effect control and ±100 the full control effect
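Purified human 12hLO (150 nM final) in 25 mM Hepes, 0.01% Triton X-100, pH 7.0 was preincubated 15 min at room temperature with compound. Then 40 uM arachidonic acid was added, 30 min. Hydroperoxide was read by Fe-XO absorbance ratio 573/405 nm.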
USP1-UAF1 inh: USP1/UAF1 (human) deubiquitinase inhibition; O94782; recombinant USP1/UAF1, Ub-Rhodamine cleavage fluorescence; Potency, µM (series often up to 57.1 µM), for inactives: at the highest dose activity change, negative = inhibition, most hits filed as inhibitors; actives 0.23% (n = 390,000); AID 743255; further: on the % scale 0 is the no-effect control and ±100 the full control effect; nearly all actives have a fitted effect of over 60% in size; inactives centre near -12
Target sequence (O94782 whole entry, looked up): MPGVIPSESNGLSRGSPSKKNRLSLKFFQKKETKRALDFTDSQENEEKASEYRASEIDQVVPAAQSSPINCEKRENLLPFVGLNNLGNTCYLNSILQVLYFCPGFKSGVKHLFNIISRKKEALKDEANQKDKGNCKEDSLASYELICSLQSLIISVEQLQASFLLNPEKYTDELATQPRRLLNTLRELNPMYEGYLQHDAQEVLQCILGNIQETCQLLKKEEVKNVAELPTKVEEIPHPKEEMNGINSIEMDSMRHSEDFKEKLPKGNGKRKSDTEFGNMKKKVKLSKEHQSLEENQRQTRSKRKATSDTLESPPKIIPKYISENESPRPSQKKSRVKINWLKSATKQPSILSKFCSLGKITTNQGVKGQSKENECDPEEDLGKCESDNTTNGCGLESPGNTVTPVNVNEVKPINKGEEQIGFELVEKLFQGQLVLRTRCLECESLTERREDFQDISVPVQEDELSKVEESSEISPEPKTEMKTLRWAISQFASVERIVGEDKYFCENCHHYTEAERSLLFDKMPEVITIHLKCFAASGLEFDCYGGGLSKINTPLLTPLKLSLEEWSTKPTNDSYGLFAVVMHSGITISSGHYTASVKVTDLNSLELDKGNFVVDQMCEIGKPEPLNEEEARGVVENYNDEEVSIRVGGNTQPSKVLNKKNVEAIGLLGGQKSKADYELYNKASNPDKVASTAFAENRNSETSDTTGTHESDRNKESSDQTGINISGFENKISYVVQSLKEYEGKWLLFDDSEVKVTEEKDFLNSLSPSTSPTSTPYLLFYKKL
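1 nM enzyme complex + cpd, 15 min RT; start with Ub-Rho 150nM final; kinetic fluorescence ex 480/em 540, 6 reads q60 s. Buffer 50mM HEPES pH 7.8, 0.5mM EDTA, 0.1 mg/ml BSA, 1mM TCEP, 0.01% Tween-20.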
IDH1 R132H inh: blocks human mutant IDH1 R132H enzyme | O75874 | IDH1-R132H enzyme, NADPH consumption, diaphorase/resazurin fluorescence | Potency, µM (titrated, usually from 76.6 µM), for the others: top-dose activity change, negative = inhibition, actives largely listed as inhibitors | actives 0.093% (n = 390,000) | AID 602179; further: on the % scale 0 is the no-effect control and ±100 the full control effect; nearly all actives have a fitted effect of over 65% in size
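IDH1-R132H (0.5 ug/mL) preincubated 30 min with compound, then NADPH (0.016 mM) and alpha-KG (2 mM) added; 80 min at RT, pH 7.5. Remaining NADPH coupled via diaphorase/resazurin to fluorescence (540/590 nm); concentration-response curves normalized to no-enzyme control.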
TrxR1 substrate: is turned over as a substrate by rat TrxR1 | O89049 | purified TrxR1 substrate turnover, NADPH consumption readout | Potency, µM (series often up to 114 µM), without a hit: top-dose activity change, negative = substrate turnover | actives 0.01% (n = 390,000); further: on the % scale 0 is the no-effect control and ±100 the full control effect; nearly all actives have a fitted effect of over 50% in size
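Rat TrxR1, dispensed at 90 nM, was prereduced with 400 uM NADPH (final) for 5 min at ~22 deg C, then incubated with compound 15 min before 400 uM selenite. A first-read NADPH fluorescence drop versus no-compound background flagged substrates.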
TrxR1 inh: blocks rat thioredoxin reductase 1; O89049; recombinant rTrxR1, NADPH fluorescence consumption, selenite substrate; Potency, µM (doses to about 114 µM), for inactives: at the top dose activity change, negative = inhibition, usual class: inhibitors; actives 1% (n = 390,000); further: on the % scale 0 is the no-effect control and ±100 the full control effect; nearly all actives have a fitted effect of over 65% in size
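Rat TrxR1 (90 nM in the dispensed reagent) was pre-reduced with 400 uM NADPH for 5 min at room temperature, then incubated with compound for 15 min. After 400 uM selenite was added, NADPH fluorescence (Ex 340/Em 450 nm) was followed for 8 min.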
Vif-A3G inh: inhibitors of Vif-APOBEC3G interaction. Q9HC16. HeLa A3G-eYFP + Vif (tagged APOBEC3G with the HIV-1 protein that degrades it), YFP fluorescence, overnight. Potency, µM (titrated, usually from 46.1 µM), inactives show top-dose activity, negative = active, usual class: inhibitors. actives 0.076% (n = 410,000). AID 602310;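 further: on the % scale 0 is the no-effect control and ±100 the full control effect; nearly all actives have a fitted effect of over 60% in size; hits raise eYFP signal because A3G escapes Vif-driven loss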
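Read-out is eYFP fluorescence (Ex 488/Em 500-530) from Vif-expressing HeLa A3G-eYFP cells; more signal means A3G escaped Vif-mediated degradation. Cells plated overnight, compound pinned in, incubated overnight at 37 deg C.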
Active calls of the source: *; ? = inconclusive; . = no result given; [ ] = another dose, or the depositor's remark. The call rests on the fitted dose curve; in most records, active means well fitted curve in the direction sought with a large enough effect; inconclusive means small, poorly fitted or top-dose-only effect, or another doubt; inactive means no such curve, though single readings can be large; an effect the other way counts as inactive or inconclusive. Potency means the concentration at half of the fitted maximal effect. An excerpt; count on the stated rates, not on these rows.

Order of results – RGS4 inhibitor | Vif-APOBEC3F blk | RXFP1 ag | ALOX12 inh | USP1-UAF1 inh | IDH1 R132H inh | TrxR1 substrate | TrxR1 inh | Vif-A3G inh
#1 CCOc1ccc2nc(SCC(=O)NC3CCCCC3)[nH]c2c1
→ -19% | 10% | 5.1% | 10% | -28% | 0% | 1% | 13% | -1%
#2 CCOC(=O)Cc1csc(SCC(=O)Nc2sc3c(c2C(N)=O)CCC3)n1
→ -26% | -9% | 1.7% | 10% | -12% | 6% | -4%[57.1 µM] | -46% | -3%
#3 O=C(Cn1ncn2c(cc3ccccc32)c1=O)NCc1ccc(F)cc1
→ -7% | -4% | 7.5% | -12% | -5% | -12% | 8% | 23% | ?
#4 Cc1ccc(NS(=O)(=O)c2ccc(C(=O)NCc3ccncc3)cc2)cc1
→ -6% | 5% | 0.4% | -6% | -17% | 2% | -6% | -2% | 1%
#5 CCOC(=O)c1ccc(NC(=O)CSc2nnc(C3CC3)n2C)cc1
→ -31% | -11% | -0.4% | -11% | -16% | 2% | -5% | -15% | 3%
#6 COc1ccc(C(=O)NC(=S)Nc2cccnc2)cc1OC
→ -10% | 6% | 1.6% | -24% | -1% | 15% | 2% | ? | 1%
#7 Cc1ccc(-c2csc3nc[nH]c(=S)c23)cc1
→ -39% | -9% | -7.1% | 35µM* | -22% | 2% | -5%[57.1 µM] | -56%[57.1 µM] | -1%
#8 Nc1cc(N2CCCCC2)c(Cl)cc1[N+](=O)[O-]
→ -40% | -9% | 0.7% | -9% | -14% | 3% | 1% | 6% | -24%
#9 CCCc1c(C(=O)N/N=C/c2sccc2C)nnn1-c1nonc1N
→ -4%[56.9 µM] | -7% | 2.9% | -11% | -18% | 6% | 1%[57.1 µM] | 21%[57.1 µM] | 4%
#10 CC(CCc1ccccc1)NCC#N (stereo not drawn)
→ 24%[11.4 µM] | -3% | 3.2% | 2% | -14% | 0% | -2% | 2% | -2%
#11 OC1(c2ccccc2F)CCN(Cc2nnnn2Cc2ccc(F)cc2)CC1
→ -4% | 2% | -1.4% | 3% | -2% | 4% | 4%[57.1 µM] | 11%[57.1 µM] | -1%
#12 C=CCn1c(SCC)nc2ccccc2c1=O
→ 18% | . | . | . | . | . | -3% | 8% | 2%
#13 CCC(=O)Nc1ccccc1C(=O)OC(c1ccccc1)c1ccccc1
→ -14% | 0% | -0.5% | -6% | -27% | 2% | -7% | -3% | -11%
#14 Cc1ccc(COC(=O)c2[nH]c3c(c2C)C(=O)CC(c2ccc(Cl)cc2)C3)cc1 (stereo not drawn)
→ 18% | 1% | 8.5% | -8% | ? | 0% | 0% | 16% | 6%
#15 Oc1ccc(C[C@@H]2CNCCN2CCc2cc(C(F)(F)F)cc(C(F)(F)F)c2)cc1
→ 19% | 9% | -1.5% | -21% | 23% | -2% | 0%[57.1 µM] | -9%[57.1 µM] | -9%
#16 Cn1cc(/C=C/C(=O)N2CCCC(C(=O)c3cccc(C(F)(F)F)c3)C2)cn1 (stereo not drawn)
→ -26% | -16% | 0.3% | 2% | 5% | 1% | 10%[11.4 µM] | 28%[11.4 µM] | -6%
#17 Cc1cccc(-n2c(N)c(C(=O)N3CCN(C)CC3)sc2=S)c1
→ ? | -6% | 0.0% | ? | -17% | 3% | -2% | -10% | -1%
#18 CN(C(=O)CSc1nnc(NC(=O)Nc2ccccc2)s1)c1ccccc1
→ 20% | 5% | -0.1% | -11% | -20% | -12% | -4%[57.1 µM] | 5%[57.1 µM] | 5%
#19 CCc1c(C(=O)N2CCN(c3ccccc3F)CC2)[nH]c(C)c1C(C)=O
→ 6% | 9% | 1.4% | 0% | -13% | 0% | 6%[57.1 µM] | 10%[57.1 µM] | 0%
#20 CCOC(=O)N1CCN(C(=O)CSc2nnc(-c3ccccc3OC)o2)CC1
→ -15% | 0% | 2.4% | 0% | -8% | 9% | 8%[57.1 µM] | 14% | 1%
#21 Cc1c(C(=O)NCCNc2ncc(C(F)(F)F)cc2Cl)cccc1[N+](=O)[O-]
→ 15% | ? | 3.3% | ? | -3% | 4% | -2% | 11% | -1%
#22 CN(C)CC1CCCCC1OC(=O)/C=C/c1ccccc1 (stereo not drawn)
→ 2% | -1% | 0.0% | 0% | -21% | 4% | -4% | 0% | 2%
#23 Cc1ccc(-n2c(=O)cc(N3CC(C)OC(C)C3)[nH]c2=O)cc1 (stereo not drawn)
→ -5% | 7% | -0.1% | 24% | -26% | -14% | 8%[57.1 µM] | ? | 3%
#24 CCOc1ccc(Br)cc1S(=O)(=O)NC1=NCCCCC1
→ 22% | 4% | . | 6% | -7% | 0% | -6% | -5% | 0%
#25 CCCOC(=O)CCCCC1SCC(NC(=O)OC)C1NC(=O)OC (stereo not drawn)
→ 3% | -4% | 0.2% | 21% | -11% | 0% | 2% | 12% | -4%
#26 Cc1cc(=O)[nH]c(-c2ccccc2O)n1
→ 24% | -6% | 3.5% | -21% | -4% | 2% | 17% | 17% | -2%
#27 COc1ccc(C(=O)NC(=S)Nc2cccnc2)cc1Cl
→ -23% | -12% | 1.9% | 15% | 2% | -8% | -1% | ? | 0%
#28 O=C(Nc1nnc(C2CC2)s1)C1Cc2ccccc2CN1S(=O)(=O)c1ccccc1F (stereo not drawn)
→ -3% | -3% | 1.0% | -7%[57.4 µM] | -3% | 2% | 9% | 18% | 4%
#29 O=C(CN1C(=O)CCc2cc(S(=O)(=O)N3CCOCC3)ccc21)NCc1ccccc1Cl
→ 9% | 1% | 2.8% | -16% | -13% | -28% | 7%[57.1 µM] | 15%[57.1 µM] | 0%
#30 CNc1ccc(OC(F)F)cc1C(=O)c1ccccc1
→ 28% | 8% | 0.5% | 2% | -16% | 0% | -3% | 2% | -5%
#31 O=[N+]([O-])c1ccc(/C=N/n2c(-c3cccnc3)n[nH]c2=S)cc1
→ -40% | 0% | 0.5% | -16% | -15% | -3% | -7% | -1%[57.1 µM] | 0%
#32 O=C(CNC(=O)c1ccc(Cl)cc1)NCCCn1ccnc1
→ -1%[11.4 µM] | -2% | 2.9% | 0% | -19% | 4% | -8%[57.1 µM] | 13%[57.1 µM] | 0%
#33 COc1cccc(CN2CC(C(=O)NCCOc3cccnc3)CCC2=O)c1 (stereo not drawn)
→ -47%[56.9 µM] | -9% | 2.0% | -6% | 1% | -2% | 5%[57.1 µM] | 5%[57.1 µM] | 2%
#34 CCN(CC(=O)NCc1cccs1)C(=O)c1cccc(S(=O)(=O)Nc2ccc(C)cc2)c1
→ 4% | -11% | -1.2% | -29% | -20% | -3% | -4% | 6%[57.1 µM] | 0%
#35 COc1ccc(Cl)cc1C(=O)NNC(=O)c1cccs1
→ -13% | 5% | . | -2% | -4% | 2% | 2%[11.4 µM] | -3%[11.4 µM] | 0%
#36 Cc1cc(NC(=O)CNCC(c2ccccc2)N(C)C)c([N+](=O)[O-])cc1C (stereo not drawn)
→ 21% | 2% | 0.9% | 16% | 1% | -11% | -3%[57.1 µM] | -5%[57.1 µM] | 1%
